# Screening data (PubChem BioAssay)
# core dimer inh – inhibitors of HCV core protein dimerization, primary screen, biochemical, TR-FRET, high-throughput | TR-FRET GST/Flag-core106 dimerization, 1536-well | inhibition, % at 5 µM | 0.33% of 300,000 active | AID 1899, 2009;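 active = inhibition above the mean of all tested compounds plus 3 SD, set per screening campaign, cut at about 45% in these data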
#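 Material: GST/Flag-tagged HCV core106 proteins. Incubation: 4 h, 22.5 °C incubation. Read-out basis: inhibition (%) from 671 over 617 nm ratio. Measured by: TR-FRET, excitation 340 nm, emission 617 and 671 nm.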
# PP1 inh – PP1-alpha phosphatase inhibitors, primary screen, counter-screen for PP5 inhibitor project, biochemical, fluorescence, OMFP substrate, single point; Serine/threonine-protein phosphatase PP1-alpha catalytic subunit (Homo sapiens), P62136; purified PP1alpha; inhibition, % at 6.7 µM; 0.9% of 320,000 active;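 active = inhibition above the mean inhibition of all tested compounds plus 3 SD, computed separately for each screening campaign, cut at about 15% in these data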
# Target sequence (P62136 whole entry, looked up): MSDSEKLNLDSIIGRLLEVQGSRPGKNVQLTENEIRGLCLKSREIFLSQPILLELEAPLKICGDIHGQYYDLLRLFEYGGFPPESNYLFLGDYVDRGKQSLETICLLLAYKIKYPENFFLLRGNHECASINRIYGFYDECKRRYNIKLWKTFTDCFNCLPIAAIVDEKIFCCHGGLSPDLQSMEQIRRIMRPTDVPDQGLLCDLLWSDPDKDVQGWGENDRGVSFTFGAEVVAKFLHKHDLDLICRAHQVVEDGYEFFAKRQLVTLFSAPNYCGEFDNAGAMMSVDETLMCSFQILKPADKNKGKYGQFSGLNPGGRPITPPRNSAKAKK
# procasp3 activ – activators of human procaspase-3 D3A mutant, primary screen, biochemical, absorbance, PC-3 D3A mutant, single concentration. Caspase-3 (Homo sapiens), P42574. recombinant procaspase-3 D3A, Ac-DEVD-pNA absorbance 405 nm. activation, % at 8.5 µM. 0.11% of 330,000 active. AID 463141, 2010;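 active = activation above the mean of all tested compounds plus 3 SD, cut at about 21% in these data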;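 also: 0% = DMSO alone and 100% = DMSO wells spiked with extra 5 µM PC-3 D3A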
# Target sequence (P42574 whole entry D9A/D28A/D175A): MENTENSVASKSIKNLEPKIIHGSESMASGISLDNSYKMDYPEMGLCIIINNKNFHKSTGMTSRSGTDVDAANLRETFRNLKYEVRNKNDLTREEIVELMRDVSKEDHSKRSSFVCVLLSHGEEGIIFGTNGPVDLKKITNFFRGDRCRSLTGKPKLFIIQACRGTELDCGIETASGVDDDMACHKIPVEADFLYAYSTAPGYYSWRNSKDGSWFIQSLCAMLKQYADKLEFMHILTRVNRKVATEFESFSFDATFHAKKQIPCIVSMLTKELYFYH
#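 Assay system: Autoprocessing-dead procaspase-3 D3A mutant enzyme; also added: Ac-DEVD-pNA; doses: one concentration, 8.5 µM nominal, 0.8% DMSO; times: 1 h compound preincubation, 2 h substrate hydrolysis at 25 °C; technique: 405 nm absorbance of p-nitroaniline, reads at 0 and 120 min; measure: % activation between DMSO and enzyme-spiked controls; repeats: single replicate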
# Efflux pump inh – inhibitors of Candida efflux pumps in yeast, primary screen, S. cerevisiae, Nile Red, multiplex | 0.44% of 330,000 active | inhibition, % at 10 µM | AID 485275, 2010 | S. cerevisiae Candida pump triplex;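 active = plate passing quality check with inhibition over a set limit, or well fluorescence over plate mean plus 4 SD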;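 also: Nile Red retained in pooled yeast measured as flow cytometry median fluorescence; 0% = buffer negative control and 100% = Enniatin B positive control; higher means more Nile Red kept so more efflux inhibition; some compounds called inactive have numbers as strong as hits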
# proCasp7 act – procaspase-7 activators, primary screen, counter-screen for procaspase-3 activator project, biochemical, absorbance, HTS, human. recombinant procaspase-7, Ac-DEVD-pNA absorbance 405 nm; D23A/D198A/D206A triple mutant, cannot self-cleave; scale: DMSO 0, 5 µM enzyme 100. activation, % at 8.5 µM. 0.093% of 330,000 active. AID 463210, 2010;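 active = percent activation above the screen-wide mean plus 3 SD, cut at about 25% in these data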
#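 buffer or medium = Zinc-free HEPES/NaCl buffer, pH 7.4 | material = Procaspase-7 triple mutant (PC-7 D3A) | input = 2 µM procaspase-7 mutant as dispensed | signal = Epi-absorbance of released pNA at 405 nm, two timepoints | timing = 1 h preincubation, 2 h reaction | replicates = singlicate compound testing | evaluation = % activation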
# Fh CTSL1 inh – Fasciola hepatica cathepsin L1 inhibitors, primary screen, counter-screen for PFM18AAP inhibitor project, biochemical, QFRET, fluorogenic peptide substrate. 0.49% of 300,000 active. inhibition, % at 5.96 µM. recombinant F. hepatica cathepsin L1, Z-Leu-Arg-MCA fluorescence;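 active = inhibition above the mean of all tested compounds plus 3 SD, set per screening campaign, cut at about 17% in these data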;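 also: 0% = plate median of test compound wells and 100% = 1 µM Z-Phe-Ala-diazomethylketone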
# TPT1 inhibitor – Candida albicans TPT1 enzyme inhibitors, primary screen, biochemical, fluorescence polarization; recombinant caTPT1, FP RNA substrate dephosphorylation; 0.81% of 300,000 active; inhibition, % at 5 µM; tRNA 2'-phosphotransferase TPT1 (Candida albicans SC5314);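 active = inhibition above the mean of all tested compounds plus 3 SD, set per screening campaign, cut at about 24% in these data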;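 also: plate controls were DMSO alone for no effect and ferristatin control at 100 nM for full effect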
# JMJD2C inh – inhibitors of GASC-1 histone demethylase, primary screen, biochemical, fluorescence, DELFIA europium | 0.069% of 330,000 active | inhibition, % at 2.35 µM | AID 2099, 2009 | Lysine-specific demethylase 4C (Homo sapiens), Q9H3R0 | GST-JMJD2C(1-420) H3K9me3 demethylation;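 active = more than half of a compound's replicate wells show inhibition beyond 50%, single wells judged on their own value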;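 also: signal counts dimethyl H3K9 product captured on neutravidin plate; 0% = median of DMSO wells and 100% = 0.3 times that DMSO median; strong numbers were not always called active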
# Target sequence (Q9H3R0 1-420 limits assumed): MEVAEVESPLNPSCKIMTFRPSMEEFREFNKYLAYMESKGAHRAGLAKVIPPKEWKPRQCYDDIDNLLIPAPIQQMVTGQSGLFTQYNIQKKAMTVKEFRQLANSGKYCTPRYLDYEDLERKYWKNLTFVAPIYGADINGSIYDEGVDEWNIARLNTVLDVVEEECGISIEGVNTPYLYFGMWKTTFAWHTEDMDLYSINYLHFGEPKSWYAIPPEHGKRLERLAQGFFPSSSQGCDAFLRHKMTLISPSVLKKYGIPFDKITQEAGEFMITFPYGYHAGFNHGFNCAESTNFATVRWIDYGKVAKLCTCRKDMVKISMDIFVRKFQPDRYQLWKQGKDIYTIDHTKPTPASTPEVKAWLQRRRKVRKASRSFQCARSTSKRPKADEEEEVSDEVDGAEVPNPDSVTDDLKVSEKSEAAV
# PP5 primary – PP5 phosphatase inhibitors, primary screen, biochemical, fluorescence; purified PP5c, OMFP substrate fluorescence; inhibition, % at 6.7 µM; 0.18% of 320,000 active;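 active = inhibition above the campaign's mean inhibition across all tested compounds plus 3 SD, cut at about 9.5% in these data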;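 also: 0% = DMSO only and 100% = 100 µM cantharidin control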
# An asterisk follows results filed as active; . = not tested or not shown.
item	smiles	core dimer inh	PP1 inh	procasp3 activ	Efflux pump inh	proCasp7 act
1	CCCc1[nH]nc2c1C(c1ccccc1OCC)C(C#N)=C(N)O2 (configuration not stated)	-2	2	-7	-0.4	0
2	COc1ccc(CCNCC(O)Cn2c3ccccc3c3ccccc32)cc1OC (configuration not stated)	3	1	-7	0.0	3
3	O=C(CSc1nnc(-c2ccncc2)o1)Nc1cc(F)ccc1F	.	2	4	-0.4	7
4	COc1ccc(C(=O)NC2CCN(CC(=O)NCc3ccccc3F)CC2)cc1	-3	4	1	0.1	5
5	CCOc1cc(/C=N/Nc2cc(C)nc(-n3nc(C)cc3C)n2)ccc1O	2	23*	1	-0.2	-2
6	COc1ccc(NC(=O)CCCSc2ccccc2)cc1S(N)(=O)=O	13	-4	-7	-0.1	9
7	Cc1ccccc1-c1noc(-c2ccccc2F)n1	-5	-1	3	-0.1	-7
8	Clc1ccc(-c2ccc(CN3CCCCC3)o2)cc1	-7	0	-2	0.0	4
9	N#CC(c1ccccc1)c1ccc(=O)[nH]n1 (configuration not stated)	-2	-2	-9	-0.1	-1
10	O=C1c2oc3ccccc3c(=O)c2C(c2cccc(F)c2)N1CCCO (configuration not stated)	-10	-2	-10	0.3	4
11	CNC(=O)COC(=O)c1cc(F)c(F)cc1Cl	-5	2	-7	0.0	0
12	CCOC(=O)CC(=O)CSc1nc2c(c(C)c1C#N)CCC2	6	1	-10	-0.1	-9
13	Oc1ccc(-c2nnc(-c3ccc(O)cc3)nn2)cc1	-14	-3	7	-0.1	-3
14	CSc1ccc(CNC(=O)C2Cc3cc(S(=O)(=O)N4CCCC4)ccc3N2C(C)=O)cc1 (configuration not stated)	0	1	-1	-0.2	9
15	Cc1ccccc1C(=O)Nc1ccccc1	-2	1	8	0.0	7

item	Fh CTSL1 inh	TPT1 inhibitor	JMJD2C inh	PP5 primary
1	0	-2	-1	3.4
2	0	-2	-18	-1.9
3	.	.	2	-0.9
4	0	2	6	3.0
5	2	-1	21	2.0
6	1	-1	5	0.5
7	-3	-3	2	2.5
8	-2	-3	15	2.0
9	-1	-4	-28	1.9
10	1	-1	6	1.9
11	0	-6	-3	2.7
12	1	5	-6	2.9
13	3	-2	1	-0.5
14	0	0	16	1.4
15	2	3	3	-0.3

# Remaining list, next part.
item	smiles	core dimer inh	PP1 inh	procasp3 activ	Efflux pump inh	proCasp7 act
16	Cc1ccc(C(CNS(=O)(=O)c2ccc(F)cc2C)N2CCN(C)CC2)cc1 (configuration not stated)	-3	-7	4	0.2	7
17	Cc1cc(SCC(=O)NC(=O)c2cccn2C)nc2ccccc12	13	0	-16	0.2	-24
18	COc1cc2c(cc1OC)CN(C(=O)c1cccc(S(=O)(=O)N3CCc4ccccc43)c1)CC2	.	7	2	0.0	1
19	O=C(CN1CCN(Cc2ccccc2)CC1)N1N=CCC1c1ccccc1 (configuration not stated)	-1	-6	3	0.0	3
20	Cc1nn(Cc2ccc(Br)cc2)c(C)c1NC(=O)c1nn(C)cc1Cl	-2	5	-1	0.0	9
21	Cc1cc(C)c2ccc(=O)n(CC(=O)N/N=C/c3ccccc3Cl)c2n1	10	2	-1	0.2	2
22	COc1ccc(OCCNS(=O)(=O)c2ccccc2)cc1	-1	-3	0	0.0	-3
23	CCCc1nc2ccccc2c(C(=O)OCC(=O)NCc2ccco2)c1CC	1	0	-6	0.0	2
24	Cn1nc(C(F)(F)F)c(-c2ccc(Br)cc2)c1NC(=O)Nc1ccc(F)cc1F	-6	2	-11	0.0	2
25	COc1ccc2c(CC(=O)OCC(=O)N3CCc4ccccc43)coc2c1	9	3	7	0.0	10
26	CC(C)c1ccc(C(=O)Nc2ccc(CN3CCOCC3)cc2)cc1	-14	2	3	-0.1	-6
27	Cc1ccc(-c2nc(-c3cccnc3)sc2CC(=O)Nc2ccc(C)c(Cl)c2)cc1	-41	12	2	0.1	-4
28	Cc1c(CCOC(=O)CC23CC4CC(CC(C4)C2)C3)sc[n+]1CC(=O)c1ccc(Br)cc1	-12	15	7	0.1	10
29	Cc1ccc(N2C(=O)N(CC(=O)NC(N)=O)C(=O)C2C)cc1 (configuration not stated)	-2	2	1	0.1	0
30	COc1ccc2c(c1)cc1n2CCN=C1NN	0	-3	1	0.1	-4

item	Fh CTSL1 inh	TPT1 inhibitor	JMJD2C inh	PP5 primary
16	2	2	47	4.8
17	3	4	5	0.4
18	.	.	0	4.2
19	9	-1	1	-0.9
20	-4	0	3	0.8
21	3	-5	-5	-0.2
22	2	-3	2	-0.8
23	7	-1	0	3.3
24	2	1	11	4.7
25	0	2	6	3.1
26	2	-6	4	0.0
27	1	10	-2	2.9
28	-1	-1	-17	4.2
29	-4	2	5	-1.6
30	0	4	2	1.3

# Next section
item	smiles	core dimer inh	PP1 inh	procasp3 activ	Efflux pump inh	proCasp7 act
31	O=C(O)c1ccc(C(=O)c2ccc3c(c2)C(=O)N(Cc2ccco2)C3=O)cc1	4	0	3	0.1	12
32	Cc1cccc(NC(=O)c2ccc(S(=O)(=O)NCc3cccnc3)cc2)c1C	10	-4	3	0.0	4
33	Nc1c(C(=O)OCC(=O)Nc2cccc([N+](=O)[O-])c2)[nH]c(=O)[nH]c1=O	.	.	1	0.0	-8
34	CCOC(=O)C1=CCC2c3c(c4ccccc4n3C)C(=O)C1N2C(=O)OC(C)(C)C (configuration not stated)	.	-5	5	0.5	15
35	COc1ccc(C(=O)Sc2ccc(C)cc2)cc1OC	-13	-1	7	0.0	8
36	CCOC(=O)N1CCN(C(=O)COC(=O)CNC(=O)c2ccc(C)cc2)CC1	-1	0	-7	-0.1	3
37	Cc1ccc(CNC(=O)COc2ccc(S(=O)(=O)NC(C)C)cc2)cc1	3	3	-2	0.1	-10
38	COc1ccccc1C(=O)NC(C)C(c1cccs1)N1CCN(C)CC1 (configuration not stated)	-11	3	-4	-0.2	0
39	Cc1nc2nc(SCC(=O)NCCCN3CCCC(C)C3)nn2c(C)c1Cc1ccccc1Cl (configuration not stated)	2	-2	-7	0.2	1
40	COC(=O)c1c[nH]n2c(=O)c(Cc3ccc(F)cc3Cl)c(C)nc12	1	0	3	0.1	-1
41	Cc1ccc(-n2c(C)cc(/C=N/NC(=O)Cn3c4ccccc4c(=O)c4ccccc43)c2C)cc1	68*	14	4	0.1	0
42	Cc1ccc(C)c(NC(=O)C(Sc2cccc[n+]2[O-])c2ccccc2)c1 (configuration not stated)	-2	-3	-1	0.0	3
43	CCCN(Cc1ccc(N(C)C)cc1)CC1CC1	0	-4	-11	0.0	4
44	C/C(=N/NC(=O)CN1CCN(S(=O)(=O)c2ccc(C)cc2)CC1)c1cccc(O)c1	-3	-6	0	0.1	7
45	Oc1ccc(-c2cc(-c3ccc(O)cc3)nc(-c3ccccc3)n2)cc1	4	-2	1	0.2	2
46	Cc1ccc(-c2nnn(CC(=O)N(CC(=O)NC3CCCCC3)c3ccc(F)c(Cl)c3)n2)o1	11	1	-1	0.0	7

item	Fh CTSL1 inh	TPT1 inhibitor	JMJD2C inh	PP5 primary
31	-4	2	-16	-0.7
32	-7	-3	-3	1.1
33	.	.	2	.
34	.	.	-1	1.0
35	-3	2	15	1.0
36	-13	-1	4	-2.0
37	3	-1	6	1.5
38	-1	2	9	1.0
39	4	-5	-3	-1.9
40	-1	-1	0	3.4
41	4	6	0	-1.6
42	-8	2	1	-2.4
43	-2	1	-3	-2.6
44	-1	0	-2	-1.1
45	-2	-2	1	3.7
46	4	-3	7	-1.6

# Numbers 31–42 from above:
item	smiles	core dimer inh	PP1 inh	procasp3 activ	Efflux pump inh	proCasp7 act
31	O=C(O)c1ccc(C(=O)c2ccc3c(c2)C(=O)N(Cc2ccco2)C3=O)cc1	4	0	3	0.1	12
32	Cc1cccc(NC(=O)c2ccc(S(=O)(=O)NCc3cccnc3)cc2)c1C	10	-4	3	0.0	4
33	Nc1c(C(=O)OCC(=O)Nc2cccc([N+](=O)[O-])c2)[nH]c(=O)[nH]c1=O	.	.	1	0.0	-8
34	CCOC(=O)C1=CCC2c3c(c4ccccc4n3C)C(=O)C1N2C(=O)OC(C)(C)C (configuration not stated)	.	-5	5	0.5	15
35	COc1ccc(C(=O)Sc2ccc(C)cc2)cc1OC	-13	-1	7	0.0	8
36	CCOC(=O)N1CCN(C(=O)COC(=O)CNC(=O)c2ccc(C)cc2)CC1	-1	0	-7	-0.1	3
37	Cc1ccc(CNC(=O)COc2ccc(S(=O)(=O)NC(C)C)cc2)cc1	3	3	-2	0.1	-10
38	COc1ccccc1C(=O)NC(C)C(c1cccs1)N1CCN(C)CC1 (configuration not stated)	-11	3	-4	-0.2	0
39	Cc1nc2nc(SCC(=O)NCCCN3CCCC(C)C3)nn2c(C)c1Cc1ccccc1Cl (configuration not stated)	2	-2	-7	0.2	1
40	COC(=O)c1c[nH]n2c(=O)c(Cc3ccc(F)cc3Cl)c(C)nc12	1	0	3	0.1	-1
41	Cc1ccc(-n2c(C)cc(/C=N/NC(=O)Cn3c4ccccc4c(=O)c4ccccc43)c2C)cc1	68*	14	4	0.1	0
42	Cc1ccc(C)c(NC(=O)C(Sc2cccc[n+]2[O-])c2ccccc2)c1 (configuration not stated)	-2	-3	-1	0.0	3

item	Fh CTSL1 inh	TPT1 inhibitor	JMJD2C inh	PP5 primary
31	-4	2	-16	-0.7
32	-7	-3	-3	1.1
33	.	.	2	.
34	.	.	-1	1.0
35	-3	2	15	1.0
36	-13	-1	4	-2.0
37	3	-1	6	1.5
38	-1	2	9	1.0
39	4	-5	-3	-1.9
40	-1	-1	0	3.4
41	4	6	0	-1.6
42	-8	2	1	-2.4
